HP1b binding inh = blocks HP1-beta chromodomain binding to methylated histone tails; 390,000 tested, 0.56% active; AID 540317; P83916; Potency, µM (highest dose often 114 µM), inactives show at the top dose activity change, negative = inhibition, actives largely listed as inhibitors; AlphaScreen HP1-beta / biotin-H3K9me3 peptide binding; also: potency is read from the fitted curve at half-maximal effect; nearly all actives have a fitted effect of over 70% in size; inactives centre near 23
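AlphaScreen: HP1-beta (50 nM) preformed 30 min with biotin-H3(1-18)K9me3 peptide (50 nM) in PBS pH 7.4, 0.01% Tween-20. Compound added for 30 min at RT, then streptavidin donor/nickel chelate acceptor beads (10 ug/mL) for 30 min.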
G9a inh = blocks human histone lysine methyltransferase G9a | Q96KQ7 | G9a H3K9 monomethylation, AlphaScreen, 2 h | Potency, µM (titrated, usually from 102 µM), for the others: at the highest dose activity, negative = inhibition, usual class: inhibitors | 350,000 tested, 8.8% active | AID 504332; also: potency is read from the fitted curve at half-maximal effect; % is scaled to controls: 0 for no effect and ±100 for the full control effect; nearly all actives have a fitted effect of over 75% in size
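G9a (20 nM) preincubated 15 min RT with compounds, then 500 nM biotinylated H3K9 peptide and 20 uM SAM added; 2 h RT reaction. Monomethyl-H3K9 product detected by AlphaScreen with anti-H3K9me1 antibody, streptavidin donor and anti-rabbit IgG acceptor beads.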
JMJD2A Tudor inh = blocks the human JMJD2A Tudor domain; O75164; AlphaScreen JMJD2A-Tudor / H3K4me3 peptide binding; Potency, µM (highest dose often 114 µM), inactives show top-dose activity change, negative = inhibition, usual class: inhibitors; 390,000 tested, 4.4% active; AID 504339; also: potency is read from the fitted curve at half-maximal effect; % is scaled to controls: 0 for no effect and ±100 for the full control effect; nearly all actives have a fitted effect of over 50% in size
Tb PGK inh = blocks T. brucei phosphoglycerate kinase; P07378; Potency, µM (highest dose often 57.5 µM), for the others: at the highest dose activity change, negative = inhibition, actives largely listed as inhibitors; PGK/GAPDH coupled, Kinase-Glo luminescence, 60 min; 380,000 tested, 0.043% active; also: potency is read from the fitted curve at half-maximal effect; % is scaled to controls: 0 for no effect and ±100 for the full control effect; nearly all actives have a fitted effect of over 60% in size
Target sequence (P07378 whole entry, looked up): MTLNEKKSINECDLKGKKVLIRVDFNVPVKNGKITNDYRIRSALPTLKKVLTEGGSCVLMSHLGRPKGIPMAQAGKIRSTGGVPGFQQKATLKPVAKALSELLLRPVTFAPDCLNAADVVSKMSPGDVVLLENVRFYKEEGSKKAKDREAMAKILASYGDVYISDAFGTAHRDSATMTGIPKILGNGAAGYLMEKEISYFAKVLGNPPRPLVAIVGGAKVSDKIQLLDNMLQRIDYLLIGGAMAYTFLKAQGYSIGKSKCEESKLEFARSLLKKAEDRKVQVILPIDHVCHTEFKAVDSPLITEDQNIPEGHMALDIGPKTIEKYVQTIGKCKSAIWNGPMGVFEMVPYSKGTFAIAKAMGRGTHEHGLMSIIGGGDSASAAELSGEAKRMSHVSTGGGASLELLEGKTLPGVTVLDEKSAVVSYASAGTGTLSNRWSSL
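Recombinant glycosomal PGK reaction used 1,3-bisphosphoglycerate generated in-well by GAPDH (100nM final) in 100mM TEA pH 7.6, 5mM MgCl2, 0.01% Tween-20. After 60 minutes at room temperature, ATP was read by Kinase-Glo Plus luminescence end-point.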
Pin1 inh = human Pin1 inhibition | Q13526 | Pin1 FP peptide displacement, HiFluor488, 10 min | Potency, µM (doses to about 115 µM), for inactives: at the highest dose activity, negative = inhibition, most hits filed as inhibitors | 390,000 tested, 0.009% active; active = well fitted inhibition curve with a large enough effect in the polarisation, with a control signal flat, not every such curve was filed as active; inconclusive = small, poorly fitted or top-dose-only effect, or effect the other way, or a change in a side signal; inactive = no such curve, though single readings can be large or run the other way; the % refers to the polarisation; also: potency is read from the fitted curve at half-maximal effect; % is scaled to controls: 0 for no effect and ±100 for the full control effect
PI4K2A block = blocks human PI4K2A kinase activity | Q9BTU6 | purified PI4K2A, ADP-Glo luminescence, 1 h; stronger effect = lower value | activity change, negative = inhibition, % at 76.9 µM | 420,000 tested, 0.13% active | AID 1346378; in the data active = activity change below about -50%; inconclusive = mostly about -30% to -49%;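 also: -100% = wells without enzyme as full effect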
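ADP-Glo luminescence measured ADP generated by PI4K2A enzyme (4 ug/mL before mixing) with 1.2 mM PI substrate (pre-mix) and 300 microM ATP (pre-mix). Tris pH7.5 buffer with MgCl2, Triton X-100; 1 h reaction at ambient temperature.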
GLS inh = inhibitors of human glutaminase (GLS) | O94925 | GLS enzymatic activity, qHTS titration | Potency, µM (top dose mostly 45.5 µM), for inactives: top-dose activity change, negative = inhibition, actives largely listed as inhibitors | 410,000 tested, 0.21% active; also: potency is read from the fitted curve at half-maximal effect; % is scaled to controls: 0 for no effect and ±100 for the full control effect
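Glutamate formation by hKGA was monitored fluorometrically using coupled glutamate oxidase, HRP and Amplex Red. Substrate was added as 1 mM L-glutamine solution; incubation was 30 min at RT after an initial read.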
POLH inh = blocks human DNA polymerase eta activity; recombinant Pol eta, fluorescent DNA replication assay; 390,000 tested, 1.2% active; Potency, µM (doses to about 114 µM), without a hit: at the highest dose activity change, negative = inhibition, most hits filed as inhibitors; Q9Y253; also: potency is read from the fitted curve at half-maximal effect; % is scaled to controls: 0 for no effect and ±100 for the full control effect
Target sequence (Q9Y253 whole entry, looked up): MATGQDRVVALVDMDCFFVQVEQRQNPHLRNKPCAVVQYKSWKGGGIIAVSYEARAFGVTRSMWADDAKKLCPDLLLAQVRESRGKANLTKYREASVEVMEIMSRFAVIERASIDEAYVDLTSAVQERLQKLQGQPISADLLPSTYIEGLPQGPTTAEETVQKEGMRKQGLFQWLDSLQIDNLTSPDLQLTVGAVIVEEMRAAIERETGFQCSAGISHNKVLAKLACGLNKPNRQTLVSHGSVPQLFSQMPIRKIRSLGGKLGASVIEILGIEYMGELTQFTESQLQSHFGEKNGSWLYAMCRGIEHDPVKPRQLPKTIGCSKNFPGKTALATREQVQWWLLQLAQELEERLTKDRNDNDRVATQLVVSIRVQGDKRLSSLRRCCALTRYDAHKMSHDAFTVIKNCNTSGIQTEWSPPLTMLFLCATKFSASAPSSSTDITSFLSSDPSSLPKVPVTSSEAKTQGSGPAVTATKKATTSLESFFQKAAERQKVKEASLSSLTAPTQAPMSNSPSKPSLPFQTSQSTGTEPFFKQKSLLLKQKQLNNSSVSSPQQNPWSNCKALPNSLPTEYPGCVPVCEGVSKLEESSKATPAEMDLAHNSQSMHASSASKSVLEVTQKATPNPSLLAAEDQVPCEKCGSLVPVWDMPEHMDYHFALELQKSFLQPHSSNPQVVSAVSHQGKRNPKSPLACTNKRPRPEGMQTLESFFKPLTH
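Fluorescent replication assay: 50 nM final substrate added after a 15 min room-temperature compound preincubation with 10 nM enzyme. Signal taken at 0 min and again at 10 min.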
BAZ2B inh = BAZ2B (human) inhibition | Q9UIF8 | AlphaScreen BAZ2B-H3K14Ac peptide displacement | Potency, µM (doses to about 114 µM), for the others: top-dose activity change, negative = inhibition, hits mostly inhibitors | 360,000 tested, 4.4% active; also: potency is read from the fitted curve at half-maximal effect; % is scaled to controls: 0 for no effect and ±100 for the full control effect; nearly all actives have a fitted effect of over 60% in size
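Compounds, titrated to a top concentration of 110 uM, were incubated 30 min at room temperature with preformed BAZ2B/acetyl-K14 H3 peptide complex (50 nM each). Proximity signal was measured by AlphaScreen after 20 min with beads.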
Active calls of the source: *; [ ] = dose if it differs, or a comment. Unless noted, calls follow the shape of the dose curve; as a rule, active = well fitted curve in the direction sought with a large enough effect; inconclusive = small, poorly fitted or top-dose-only effect, or another doubt; inactive = no such curve, though single readings can be large; an effect the other way counts as inactive or inconclusive. The list is partial; count on the stated rates, not on these rows.

What do the screens show for `COc1ccc(Cn2c(=O)n(Cc3ccco3)c(=O)c3oc4ccccc4c32)cc1`?
HP1b binding inh: 2%; G9a inh: -1%[59 µM]; JMJD2A Tudor inh: -25%; Tb PGK inh: inactive; Pin1 inh: 4%; PI4K2A block: -3; GLS inh: -2%; POLH inh: -13%; BAZ2B inh: -2%

Results for Cc1ccc(CN(C(=O)c2csnn2)C(C(=O)NC2CCCC2)c2ccco2)cc1 (stereo not given) ?
HP1b binding inh: 18%; G9a inh: 0%; JMJD2A Tudor inh: -11%; Tb PGK inh: -5%; Pin1 inh: 3%; PI4K2A block: -1; GLS inh: -10%; POLH inh: -12%; BAZ2B inh: -27%

Results for O=C(COC(=O)c1cc([N+](=O)[O-])ccc1N1CCOCC1)NC1CCCCC1 ?
HP1b binding inh: 9%; G9a inh: -25%; JMJD2A Tudor inh: -18%; Tb PGK inh: -3%; Pin1 inh: 3%; PI4K2A block: 5; GLS inh: 4%; POLH inh: -17%; BAZ2B inh: 6%

Results for COc1cc2c(cc1OC)CN(C(=O)/C=C/c1ccc(F)cc1)CC2 ?
HP1b binding inh: 4%; G9a inh: -14%; JMJD2A Tudor inh: -14%; Tb PGK inh: 8%; Pin1 inh: -7%; PI4K2A block: -5; GLS inh: 10%; POLH inh: -18%; BAZ2B inh: -15%

Results for O=S(=O)(Nc1ccccc1)c1ccc(F)cc1 ?
HP1b binding inh: 21%; G9a inh: -1%; JMJD2A Tudor inh: -3%; Tb PGK inh: 0%; Pin1 inh: 6%; PI4K2A block: 3; GLS inh: -8%; POLH inh: -6%; BAZ2B inh: -5%

Results for CCCN(CC1CC1)C(=O)CSc1nnc(-c2cc(-c3cccs3)nc3ccccc23)o1 ?
HP1b binding inh: 76%[activator]; G9a inh: 20%[12.7 µM]; JMJD2A Tudor inh: 21%; Tb PGK inh: 6%; Pin1 inh: 34%[activator]; PI4K2A block: -2; GLS inh: 7%; POLH inh: -17%; BAZ2B inh: 16%

What do the screens show for `Cc1ccc(S(=O)(=O)N(C)CC(=O)O/N=C(\N)c2ccc([N+](=O)[O-])cc2)cc1`?
HP1b binding inh: 2%; G9a inh: -12%; JMJD2A Tudor inh: -35%; Tb PGK inh: -5%; Pin1 inh: -9%; PI4K2A block: 2; GLS inh: 4%; POLH inh: -15%; BAZ2B inh: inconclusive

Results for O=C(CCN1C(=O)c2ccccc2C1=O)Nc1sc2c(c1C(=O)NCC1CCCO1)CCC2 (stereo not given) ?
HP1b binding inh: 19%; G9a inh: -22%[59 µM]; JMJD2A Tudor inh: -7%[57.1 µM]; Tb PGK inh: -4%; Pin1 inh: -11%; PI4K2A block: 1; GLS inh: 3%; POLH inh: -6%; BAZ2B inh: -38%

What do the screens show for `CCCCN1C(=O)/C(=C2/C=CC=CN2C)SC1=S`?
HP1b binding inh: inconclusive; G9a inh: inconclusive; JMJD2A Tudor inh: 45µM*; Tb PGK inh: -2%; Pin1 inh: 12%; PI4K2A block: -4; GLS inh: 16%; POLH inh: -8%; BAZ2B inh: 45µM*

What do the screens show for `Cc1c(Cl)cccc1NC(=O)Cn1c(=O)cc(C)c2c(C)nn(-c3cccc(F)c3)c21`?
HP1b binding inh: 34%; G9a inh: 7%[59 µM]; JMJD2A Tudor inh: -2%; Tb PGK inh: -2%; Pin1 inh: -2%; PI4K2A block: 5; GLS inh: 4%; POLH inh: -8%; BAZ2B inh: 1%

Results for Cc1cnc(C(=O)OCC(=O)Nc2cccc(Cl)c2)cn1 ?
HP1b binding inh: 30%; G9a inh: 5%[59 µM]; JMJD2A Tudor inh: -6%; Pin1 inh: 3%; PI4K2A block: 0; GLS inh: 3%; POLH inh: -11%; BAZ2B inh: 4%

How did CC(Oc1ccccc1F)C(=O)NNC(=O)CCNC(=O)c1ccco1 (stereo not given) do in these assays?
HP1b binding inh: 27%; G9a inh: 9%; JMJD2A Tudor inh: 4%; Tb PGK inh: 1%; Pin1 inh: 6%; PI4K2A block: -6; GLS inh: 5%; POLH inh: -2%; BAZ2B inh: 13%

What do the screens show for `O=C(CCCc1c[nH]c2ccccc12)NCCc1c[nH]c2ccccc12`?
HP1b binding inh: inconclusive; G9a inh: 45µM*; JMJD2A Tudor inh: inconclusive; Tb PGK inh: -8%; Pin1 inh: 5%; PI4K2A block: -5; GLS inh: 1%; POLH inh: 89µM*; BAZ2B inh: inconclusive

What do the screens show for `N#CC1=C(N)Oc2cc(O)c(C=Nc3ccccc3)cc2C1c1ccccc1` (stereo not given)?
HP1b binding inh: 22%; G9a inh: 6%[59 µM]; JMJD2A Tudor inh: inconclusive; Tb PGK inh: 0%; Pin1 inh: 6%; PI4K2A block: -4; GLS inh: 49%[activator]; POLH inh: inconclusive; BAZ2B inh: -26%

Results for CN(CC1CCCO1)S(=O)(=O)c1ccc(C(=O)Nc2nc3cc4c(cc3s2)OCO4)cc1 (stereo not given) ?
HP1b binding inh: 46%[activator]; JMJD2A Tudor inh: -10%; Tb PGK inh: inactive; Pin1 inh: 2%; PI4K2A block: -2; GLS inh: -1%; POLH inh: -6%; BAZ2B inh: 1%

Results for Cc1ccccc1CCNC(=O)c1ccc2c(c1)nc1n2CCCCC1 ?
HP1b binding inh: 23%[57 µM]; G9a inh: 0%[59 µM]; JMJD2A Tudor inh: 3%; Tb PGK inh: -5%; Pin1 inh: 0%; PI4K2A block: 2; GLS inh: 6%; POLH inh: -15%; BAZ2B inh: inconclusive

What do the screens show for `COc1ccc(N2CCN(c3cc(C)c4ccc(O)cc4n3)CC2)cc1`?
HP1b binding inh: 16%; G9a inh: inconclusive; JMJD2A Tudor inh: inconclusive; Tb PGK inh: -8%; Pin1 inh: 5%; PI4K2A block: -4; GLS inh: 22%; POLH inh: -27%; BAZ2B inh: 45µM*

Results for CN1C=CC=C/C1=C1\SC(=S)N(CC(=O)O)C1=O ?
HP1b binding inh: 7%; G9a inh: 20µM*; JMJD2A Tudor inh: -11%; Tb PGK inh: -2%; Pin1 inh: -1%; PI4K2A block: 1; GLS inh: 21%; POLH inh: -20%; BAZ2B inh: 50µM*

What do the screens show for `Cc1cc(/C=C(\C#N)C(=O)OCC(=O)Nc2ccc(OC(F)F)cc2)c(C)n1CC(C)C`?
HP1b binding inh: 28%; G9a inh: 6%[59 µM]; JMJD2A Tudor inh: -15%; Tb PGK inh: inactive; Pin1 inh: 50%[activator]; PI4K2A block: -1; GLS inh: -12%; POLH inh: -22%; BAZ2B inh: -29%

How did COc1cccc(N2CCN(C3CC(=O)N(c4cccc(Cl)c4)C3=O)CC2)c1 (stereo not given) do in these assays?
HP1b binding inh: 18%; G9a inh: 7%[59 µM]; JMJD2A Tudor inh: -27%; Tb PGK inh: 0%; Pin1 inh: 5%; PI4K2A block: 5; GLS inh: 19%; POLH inh: -18%; BAZ2B inh: -32%

The list goes on; the last 2 above are carried over.
What do the screens show for `Cc1cc(/C=C(\C#N)C(=O)OCC(=O)Nc2ccc(OC(F)F)cc2)c(C)n1CC(C)C`?
HP1b binding inh: 28%; G9a inh: 6%[59 µM]; JMJD2A Tudor inh: -15%; Tb PGK inh: inactive; Pin1 inh: 50%[activator]; PI4K2A block: -1; GLS inh: -12%; POLH inh: -22%; BAZ2B inh: -29%

How did COc1cccc(N2CCN(C3CC(=O)N(c4cccc(Cl)c4)C3=O)CC2)c1 (stereo not given) do in these assays?
HP1b binding inh: 18%; G9a inh: 7%[59 µM]; JMJD2A Tudor inh: -27%; Tb PGK inh: 0%; Pin1 inh: 5%; PI4K2A block: 5; GLS inh: 19%; POLH inh: -18%; BAZ2B inh: -32%

Results for CCc1nn(CC(=O)NCc2ccccc2Cl)c(=O)c2cc3ccccc3n12 ?
HP1b binding inh: 26%; G9a inh: -5%[59 µM]; JMJD2A Tudor inh: -3%; Tb PGK inh: -7%; Pin1 inh: 17%; PI4K2A block: 2; GLS inh: -7%; POLH inh: inconclusive; BAZ2B inh: 2%

How did COc1ccc(-c2nc(SC(C)C(=O)NCC3CCCO3)n[nH]2)cc1 (stereo not given) do in these assays?
HP1b binding inh: 20%; G9a inh: 16µM*; JMJD2A Tudor inh: -14%; Tb PGK inh: -13%; Pin1 inh: 0%; PI4K2A block: 3; GLS inh: 10%; POLH inh: -22%; BAZ2B inh: -9%

How did Fc1cccc(Nc2c3c(nc4ccccc24)CCC3)c1 do in these assays?
HP1b binding inh: 5%; G9a inh: -9%[2.33 µM]; JMJD2A Tudor inh: -15%; Tb PGK inh: -4%; Pin1 inh: -4%; PI4K2A block: -1; GLS inh: 16%; POLH inh: -9%; BAZ2B inh: -13%

How did CS(=O)(=O)N1CCN(c2ccccc2NC(=O)c2cccs2)CC1 do in these assays?
HP1b binding inh: 41%[activator]; G9a inh: -30%[12.7 µM]; JMJD2A Tudor inh: -12%; Tb PGK inh: -5%; Pin1 inh: -10%; PI4K2A block: 1; GLS inh: -4%; POLH inh: 8%; BAZ2B inh: 7%

How did O=C(NCC1CCCO1)C1CCCN(S(=O)(=O)c2cccc(C(F)(F)F)c2)C1 (stereo not given) do in these assays?
HP1b binding inh: 24%; G9a inh: 5%[59 µM]; JMJD2A Tudor inh: 6%; Tb PGK inh: -9%; Pin1 inh: -6%; PI4K2A block: -1; GLS inh: -4%; POLH inh: -7%; BAZ2B inh: 0%

How did COCOCCn1cc(CN2CCS(=O)(=O)N(Cc3ccc(-c4ccc(Cl)cc4)cc3)C(C(C)C)C2=O)nn1 (stereo not given) do in these assays?
Tb PGK inh: -2%; PI4K2A block: 2; GLS inh: -10%; POLH inh: -22%

What do the screens show for `CCc1nc2nc(C)c(NS(=O)(=O)c3ccc(C4CCCCC4)cc3)c(=O)n2[nH]1`?
HP1b binding inh: -19%; G9a inh: -5%; JMJD2A Tudor inh: -8%; Tb PGK inh: 4%; Pin1 inh: 6%; PI4K2A block: -5; GLS inh: 6%; POLH inh: 4%; BAZ2B inh: -1%
